AmpC no deterg = inhibitors of E. coli AmpC beta-lactamase without detergent; Potency, µM (titrated, usually from 57.1 µM), for the others: at the top dose activity change, negative = inhibition, most hits filed as inhibitors; AmpC nitrocefin hydrolysis, absorbance 480 nm, 0.0001% Triton; AID 485341; 0.52% of 330,000 active;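 note: potency is the fitted concentration of half-maximal effect; plate controls were no compound for no effect and no enzyme for full effect; nearly all actives have a fitted effect of over 20% in size; some results filed as inactive show a strong effect at the top dose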
Target sequence (P00811 whole entry, looked up): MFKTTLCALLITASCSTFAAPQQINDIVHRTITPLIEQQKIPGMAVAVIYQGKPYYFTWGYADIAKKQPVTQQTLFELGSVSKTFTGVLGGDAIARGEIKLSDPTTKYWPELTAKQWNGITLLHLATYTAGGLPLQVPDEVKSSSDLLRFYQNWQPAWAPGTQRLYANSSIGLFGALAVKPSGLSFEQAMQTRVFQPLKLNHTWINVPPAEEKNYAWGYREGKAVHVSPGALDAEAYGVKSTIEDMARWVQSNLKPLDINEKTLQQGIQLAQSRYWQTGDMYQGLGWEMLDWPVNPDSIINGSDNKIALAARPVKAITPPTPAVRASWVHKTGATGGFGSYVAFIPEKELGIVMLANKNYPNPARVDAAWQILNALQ
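20 mM phosphate pH 7.0 + 0.01% (detergent screen) or 0.0001% Triton X-100; 5.3 nM AmpC reagent; cpd preinc 15 min RT; nitrocefin (800 uM stock) to start; A480 q20 s × 4 min; Activity was normalised to no-enzyme and no-compound control wells.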
HCV inh = inhibitors of hepatitis C virus infection; Huh7.5.1 HCVcc-Cre infection, luciferase reporter, 44 h; 3.4% of 340,000 active; AID 651820; Potency, µM (titrated, usually from 41.8 µM), for the others: at the top dose activity change, negative = inhibition, actives largely listed as inhibitors; note: potency is the fitted concentration of half-maximal effect
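Seed cells (1,000/well) for 4 h; treat with compound and infect with HCVcc-Cre, moi about 0.5. Incubate 44 h, then detect luciferase activity.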
FBPA Giardia inh = inhibitors of Giardia lamblia fructose-1,6-bisphosphate aldolase; A8B2U2; purified Giardia FBPA; Potency, µM (series often up to 59.6 µM), without a hit: at the top dose activity, negative = inhibition, actives largely listed as inhibitors; 0.71% of 290,000 active; note: potency is the fitted concentration of half-maximal effect; nearly all actives have a fitted effect of over 55% in size
Target sequence (A8B2U2 whole entry, looked up): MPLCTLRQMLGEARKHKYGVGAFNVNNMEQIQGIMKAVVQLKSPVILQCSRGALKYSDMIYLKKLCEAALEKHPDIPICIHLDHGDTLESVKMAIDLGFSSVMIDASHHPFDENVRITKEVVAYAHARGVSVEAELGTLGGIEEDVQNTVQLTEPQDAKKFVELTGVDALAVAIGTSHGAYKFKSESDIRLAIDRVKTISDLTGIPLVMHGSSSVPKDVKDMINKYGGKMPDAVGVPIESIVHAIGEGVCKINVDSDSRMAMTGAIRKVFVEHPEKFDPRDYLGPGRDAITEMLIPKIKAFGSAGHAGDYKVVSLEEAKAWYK
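40 nM FBPA preincubated 10 min at RT with compound (up to 57.5 uM final), then substrate plus GAPDH/TPI/NAD/arsenate coupling and diaphorase/resazurin added. Fluorescence read after 20 min at RT, 525/598 nm.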
AmpC detergent = AmpC beta-lactamase inhibition with detergent present; Potency, µM (series often up to 114 µM), for the others: at the highest dose activity change, negative = inhibition, actives largely listed as inhibitors; P00811; AmpC hydrolysis of nitrocefin, absorbance 480 nm, 0.01% Triton; AID 485294; 0.041% of 370,000 active;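 note: potency is the fitted concentration of half-maximal effect; 0% = no-compound wells and -100% = no-enzyme wells; nearly all actives have a fitted effect of over 25% in size; some results filed as inactive show a strong effect at the top dose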
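20 mM phosphate pH 7.0 + 0.01% (detergent screen) or 0.0001% Triton X-100; 5.3 nM AmpC reagent; cpd preinc 15 min RT; nitrocefin (800 uM stock) to start; A480 q20 s × 4 min; Activity was normalised to no-enzyme and no-compound control wells.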
Sm TGR inh = inhibitors of Schistosoma mansoni thioredoxin glutathione reductase; Potency, µM (top dose mostly 114 µM), inactives show at the highest dose activity change, negative = inhibition, usual class: inhibitors; purified TGR, DTNB reduction, TNB absorbance 405 nm; Q962Y6; AID 485364; 3% of 360,000 active; note: potency is the fitted concentration of half-maximal effect; nearly all actives have a fitted effect of over 60% in size
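TGR 20 nM + NADPH 100 uM (dispensed conc.), cpd preinc 15 min RT; start with NADPH (500 uM addition) then DTNB (15 mM addition). Kinetic TNB absorbance, 405 nm filter. Four-parameter Hill fit across titration.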
HCMV inh = human cytomegalovirus inhibition | HFF cells, HCMV-luciferase reporter, 72 h; active compounds read low | activity change, negative = inhibition, % at 57.5 µM | 4.5% of 410,000 active | AID 1259415; in the data active = activity change below about -60%; inconclusive = no clear call, values can overlap the other calls; inactive = above about -39%
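Compounds were evaluated in HFFs infected with an HCMV luciferase reporter virus (MOI 1 PFU/cell). Luciferase in lysates collected 72 h post infection served as the replication measure.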
An asterisk follows results filed as active; u = inconclusive; x = not tested or not shown; [ ] = dose if it differs, or a comment. Unless noted, calls come from the whole dose curve; as a rule, active = well fitted curve in the direction sought with a large enough effect; inconclusive = small, poorly fitted or top-dose-only effect, or another doubt; inactive = no such curve, though single readings can be large; an effect the other way counts as inactive or inconclusive. Unless noted, % is set by controls: 0 for no effect and ±100 for the full control effect.

Sample of the layout:
nr | SMILES | AmpC no deterg | HCV inh | FBPA Giardia inh
1 | COc1ccc2nc(NC(=O)CCNC(=O)c3ccco3)sc2c1 | -16% | -2% | x
2 | COc1ccc(C(=O)c2sc(Nc3cc(Cl)ccc3C)nc2N)cc1OC | x | x | x

nr | AmpC detergent | Sm TGR inh | HCMV inh
1 | -23% | -11% | 0
2 | 1% | 4% | -13

This part in full, from the start:
nr | SMILES | AmpC no deterg | HCV inh | FBPA Giardia inh
1 | COc1ccc2nc(NC(=O)CCNC(=O)c3ccco3)sc2c1 | -16% | -2% | x
2 | COc1ccc(C(=O)c2sc(Nc3cc(Cl)ccc3C)nc2N)cc1OC | x | x | x
3 | NCCc1nnc(SCc2c(F)cccc2Cl)o1 | -1% | -21% | -1%
4 | COc1ccccc1Cc1nc2ccccc2nc1SCC(=O)NCCc1ccccc1 | x | x | x
5 | CCOC(=O)c1c(C)n(-c2ccc(C)cc2)c2c(C(C(C)=O)C(=O)O)c(Br)c(O)c(O)c12 (stereo not drawn) | 0% | 11µM* | -29%
6 | COc1ccc(CNC(=O)CSc2nnc(C)c(=O)[nH]2)cc1 | -14% | 14% | -4%
7 | O=C(CSc1nnnn1C1CCCCC1)Nc1ccccc1N1CCOCC1 | -5% | -5% | -1%
8 | Cc1cc(C)cc(-n2nnc(C(=O)NCc3ccccc3Cl)c2N)c1 | -17% | 7% | -2%
9 | COC(=O)[C@H](CCSC)NC(=O)Nc1ccc(OC)cc1 | -10% | 13% | 7%
10 | O=C(NCCN1C(=O)S/C(=C\c2ccc(Cl)cc2)C1=O)c1ccc(F)c(S(=O)(=O)N2CCOCC2)c1 | 55% | u | 2%
11 | CC(=O)c1ccc(N2CCN(C(=S)Nc3ccc(Oc4ccccc4)cc3)CC2)cc1 | -7% | 4.5µM* | 4%
12 | COc1ccc(O)c(C(=O)CC(=O)c2ccc(F)cc2)c1 | -18% | -8% | u

nr | AmpC detergent | Sm TGR inh | HCMV inh
1 | -23% | -11% | 0
2 | 1% | 4% | -13
3 | -3% | 3% | -11
4 | 12% | -6% | -16
5 | -14% | u | u
6 | 5% | 5% | -24
7 | 2% | 7% | -37
8 | 0% | -18% | -28
9 | -2% | 1% | 11
10 | -8% | 0% | 14
11 | -9% | -3% | -63*
12 | -2% | 1% | 4

Next section.
nr | SMILES | AmpC no deterg | HCV inh | FBPA Giardia inh
13 | Cc1nnc(NC(=O)Cc2ccc(OCc3c(C)noc3C)cc2)s1 | 2% | -28% | 4%
14 | O=C(O)c1ccccc1N/N=C/C1=C(N2CCOCC2)C(=C\c2ccccc2)/CC1 | -56% | 8% | -5%
15 | O=C(O)c1ccccc1NS(=O)(=O)c1ccccc1C(F)(F)F | -4% | 8% | 27%
16 | CCCC(NC(=O)C(C)N1CCN(S(=O)(=O)c2ccccc2)CC1)c1ccccc1 (stereo not drawn) | 97%[activator] | u | x
17 | O=C(Nc1ccc(F)c([N+](=O)[O-])c1)C(=O)c1c(O)[nH]c2ccccc12 | -52% | 4% | -10%
18 | Cc1cc(C)cc(N(CC(=O)NC2CCCC2)C(=O)CNC(=O)c2ccco2)c1 | 19% | -1% | 5%
19 | CC1(C)CC(=O)c2c(O)cc(OCC(=O)N3CCN(c4ccccc4)CC3)cc2O1 | 49% | u | 0%
20 | CCOC(=O)N1CCN(C(=O)c2ccccc2NC(=O)c2ccc(C(C)(C)C)cc2)CC1 | 145%[activator] | 22% | -3%
21 | CC(=O)Nc1cccc(C(=O)OCC(=O)N(c2ccccc2)C2CCS(=O)(=O)C2)c1 (stereo not drawn) | -8% | u | x
22 | O=C(COc1ccc(S(=O)(=O)N2CCCCC2)cc1)NCC1CCCO1 (stereo not drawn) | 1% | 9% | 1%
23 | Cc1onc(-c2c(Cl)cccc2Cl)c1C(=O)N1CCCCC1 | 0% | 6% | 1%
24 | COC(=O)c1cc(NC(=O)CC2NC3CCCCC3NC2=O)cc(C(=O)OC)c1 (stereo not drawn) | 8% | 15% | x

nr | AmpC detergent | Sm TGR inh | HCMV inh
13 | u | 6% | 117
14 | u | 16µM* | 0
15 | -1% | 2% | -34
16 | -14% | -1% | 8
17 | -8% | -31% | 40
18 | -5% | -1% | -20
19 | u | 1% | -23
20 | 2% | 2% | u
21 | u | 6% | -9
22 | -1% | 4% | u
23 | -3% | 9% | -6
24 | 10% | 1% | -5

Following part:
nr | SMILES | AmpC no deterg | HCV inh | FBPA Giardia inh
25 | C=C(C)CNC(=S)/N=c1\scc(C)n1CC | -22% | -22% | -5%
26 | COc1ccc(NC(=O)CN(Cc2ccccc2)S(=O)(=O)c2ccc3nc(C)sc3c2)cc1 | x | x | x
27 | COc1ccc(NS(=O)(=O)c2cccc3cccnc23)cc1OC | -2% | -21% | 0%
28 | CCOc1ccc(NC(=O)CSc2nc3ccccc3nc2N2CCCC2)cc1 | -32% | -10% | 4%
29 | CCOC(=O)CSc1nc2c(sc3ccccc32)c(=O)n1CCc1ccccc1 | x | x | x
30 | Cc1nc2nc(-c3ccco3)[nH]n2c(=O)c1Cc1ccccc1 | -4% | 4% | 12%
31 | CC(=O)OCCN(CCCn1c(-c2ccncc2)nc2ccccc21)c1nc(-c2ccc(C)cc2)cs1 | 22% | 2% | -11%
32 | COc1ccc(NC(=O)c2cc(C(C)=O)n3ccccc23)cc1 | x | x | x
33 | CC12CCC(C(=O)N(CCCCN3CCN(Cc4ccccc4)CC3)C1=O)C2(C)C (stereo not drawn) | 19% | -4% | -11%
34 | N#C/C(=C\c1cc2c(cc1Br)OCO2)c1ccc(C(=O)O)cc1 | -51% | 3% | 25%
35 | COC(=O)c1sc(-c2ccc(Cl)cc2)cc1NC(=O)c1ccccc1C(=O)O | -29% | 1% | 20%
36 | COc1ccccc1NS(=O)(=O)c1cc(NC(=O)c2ccncc2)ccc1N1CCOCC1 | 21% | u | 3%

nr | AmpC detergent | Sm TGR inh | HCMV inh
25 | u | 0% | -36
26 | 1% | -11% | -10
27 | 0% | 15% | u
28 | -10% | -8% | -6
29 | 9% | 6% | -20
30 | -13% | -35% | 4
31 | -13% | 1% | 13
32 | 2% | 3% | 31
33 | 0% | -11% | -3
34 | -15% | 3% | 46
35 | -10% | -6% | -30
36 | 0% | -6% | -30

Going on with the list.
nr | SMILES | AmpC no deterg | HCV inh | FBPA Giardia inh
37 | Cc1cccc2c1-c1sc(C(=O)NCCc3ccc(Cl)cc3)cc1CO2 | x | x | x
38 | CCC(=O)N(CC)c1nc(-c2ccc(OC)cc2)cs1 | -3% | -23% | -1%
39 | COc1ccccc1/C=C/c1nc(C#N)c(NC2CCCCC2)o1 | x | x | x
40 | O=C(CCNC(=O)c1ccc(Br)cc1)NCCCN1CCCC1=O | -4% | 13% | x
41 | CSc1nc(-c2ccccc2)nc(N2CCN(C)CC2)c1C(C)=O | 127%[activator] | -24% | 6%
42 | O=C(c1ccoc1)N1CCC2(CC1)Oc1ccc(F)cc1C(=O)C21CC(c2ccc(Cl)cc2)=NO1 (stereo not drawn) | 101%[activator] | u | -6%
43 | CCSc1ccc(NC(=O)c2cccnc2)cc1 | -1% | 1% | 1%
44 | Cc1[nH]n2c(=O)cc(Cc3ccccc3)nc2c1C#N | -13% | 13% | 13%
45 | CC(=O)NCCOc1cccc2ccccc12 | 27% | u | -22%
46 | CCn1c(SCC(=O)Nc2ccc(OC)c(OC)c2)nnc1-c1ccco1 | -9% | 19% | 2%
47 | C=CCn1c(SCC(=O)NC2CCCC2)nc2c([nH]c3ccccc32)c1=O | -15% | -4% | x
48 | Cc1ccc(OCC(=O)NC2CCCc3ccccc32)c(C)c1 (stereo not drawn) | -16% | 1% | 0%

nr | AmpC detergent | Sm TGR inh | HCMV inh
37 | -6% | -10% | -87*
38 | -15% | 6% | 46
39 | 3% | -19% | -17
40 | 0% | -1% | -22
41 | u | u | -33
42 | 0% | -13% | u
43 | 3% | -16% | 24
44 | -2% | 9% | -16
45 | u | -4% | 91
46 | 3% | -12% | 9
47 | u | -4% | -90*
48 | -5% | -11% | -34

The closing 3 compounds of the part above lead into the next:
nr | SMILES | AmpC no deterg | HCV inh | FBPA Giardia inh
46 | CCn1c(SCC(=O)Nc2ccc(OC)c(OC)c2)nnc1-c1ccco1 | -9% | 19% | 2%
47 | C=CCn1c(SCC(=O)NC2CCCC2)nc2c([nH]c3ccccc32)c1=O | -15% | -4% | x
48 | Cc1ccc(OCC(=O)NC2CCCc3ccccc32)c(C)c1 (stereo not drawn) | -16% | 1% | 0%
49 | C[C@@H]1O[C@@H](Oc2c(-c3cc(O)c(O)c(O)c3)oc3cc(O)cc(O)c3c2=O)[C@H](O)[C@H](O)[C@H]1O | -29% | 0%[8.37 µM] | u
50 | CCc1cc(=O)oc2cc(C)cc(OCC(=O)NC(Cc3c[nH]c4ccc(O)cc34)C(=O)O)c12 (stereo not drawn) | -35% | -1% | -11%
51 | COc1ccc(CC(CC(=O)O)C(=O)NCc2ccccc2)cc1 (stereo not drawn) | -10% | 13% | -7%
52 | CCCCn1c(=O)[nH]c(=O)c2c1nc(-c1ccc(OC(F)F)c(OC)c1)n2C | 7% | -3% | 9%
53 | Cc1nccn1CC(=O)N/N=C/c1cc(Br)cs1 | -20% | 15% | 1%
54 | O=S(=O)(c1ccc(F)cc1)N1CCN(C(=S)NCC2CCCO2)CC1 (stereo not drawn) | -3% | u | x
55 | O=C(c1cc(S(=O)(=O)N2CCOCC2)c(Cl)cc1Cl)N1CCCCC1CO (stereo not drawn) | 31% | 19% | 2%
56 | Cc1ccc(SCC(=O)NCc2ccncc2)cc1 | -25% | -5% | 9%
57 | O=C(Cc1ccc2ccccc2c1)Nc1ccccc1Br | -9% | 22% | 1%
58 | CC1CCCN(C(=O)Cn2cnc3c2c(=O)n(C)c(=O)n3C)C1 (stereo not drawn) | -4% | 5% | 2%
59 | CCc1[nH]nc(C(=O)N2CCCC(CO)(Cc3ccc(F)cc3F)C2)c1C (stereo not drawn) | 60%[activator] | 11% | x
60 | Cn1cnnc1SCC(=O)NNC(=O)COc1ccc(Cl)cc1 | -15% | 2% | 5%
61 | CCc1ccccc1NC(=O)c1sc2nc3c(cc2c1N)CN(Cc1ccccc1)CC3 | x | x | x
62 | COc1ccc(CNC(=O)C[C@H]2C[C@H](C(=O)N3CCOCC3)[C@@]3(CCC4CCCC4)c4[nH]c5cc(-c6ccco6)ccc5c4CCN3C2=O)cc1OC | 134%[activator] | u | x
63 | CCCNC(=O)COc1coc(CN2CCN(c3cccc(Cl)c3)CC2)cc1=O | 114%[activator] | -6% | x

nr | AmpC detergent | Sm TGR inh | HCMV inh
46 | 3% | -12% | 9
47 | u | -4% | -90*
48 | -5% | -11% | -34
49 | -18% | -17% | 39
50 | -12% | -7% | 6
51 | 2% | 4% | 14
52 | -10% | -5% | 80
53 | 2% | 0% | -21
54 | 0% | -1% | 47
55 | 0% | 8% | -22
56 | -3% | -2% | -28
57 | -15% | -19% | 21
58 | u | -3% | 30
59 | -4% | -1% | -27
60 | 1% | -2% | -1
61 | -11% | 0% | u
62 | x | x | -10
63 | u | 0% | -1

Compound activity deposited in PubChem BioAssay by National Center for Advancing Translational Sciences (NCATS).
